# zVAD death inh: L929 zVAD cell death inhibition; actives 0.38% (n = 220,000); viability rescue, % at 10 µM; L929 zVAD necroptosis rescue, ATP luminescence, 24 h; with zVAD 60 µM;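 active = activation, scaled between plate controls, above about 75%, limit read from the data; inactive = activation under that limit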;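 also: 0% = zVAD with DMSO and 100% = DMSO alone without zVAD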
# eIF4E-4G inh: eIF4E/eIF4G interaction inhibition in translation initiation; P63073+Q04637; TR-FRET eIF4E-eIF4GI(517-606) binding, 2 h; inhibition, % at 21.7 µM; actives 0.37% (n = 220,000);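 active = inhibition above about 30%, limit read from the data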;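 also: 0% = full FRET control wells and 100% = background wells lacking eIF4GI fragment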
# EP2 modulator: modulates human prostaglandin E2 receptor EP2 signaling. P43116. EP2-expressing cells, cAMP HTRF FRET, PGE2 co-stimulation. induction, % at 25 µM. actives 0.83% (n = 260,000);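 active = compounds whose cAMP rise, as percent of the full-agonist control response, exceeds 60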;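 also: rat C6 glioma line stably carrying human EP2 under a CMV promoter; the protocol text gives 20 µM as final concentration; 100% = response of wells given 1 µM PGE2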
# Target sequence (P43116 whole entry, looked up): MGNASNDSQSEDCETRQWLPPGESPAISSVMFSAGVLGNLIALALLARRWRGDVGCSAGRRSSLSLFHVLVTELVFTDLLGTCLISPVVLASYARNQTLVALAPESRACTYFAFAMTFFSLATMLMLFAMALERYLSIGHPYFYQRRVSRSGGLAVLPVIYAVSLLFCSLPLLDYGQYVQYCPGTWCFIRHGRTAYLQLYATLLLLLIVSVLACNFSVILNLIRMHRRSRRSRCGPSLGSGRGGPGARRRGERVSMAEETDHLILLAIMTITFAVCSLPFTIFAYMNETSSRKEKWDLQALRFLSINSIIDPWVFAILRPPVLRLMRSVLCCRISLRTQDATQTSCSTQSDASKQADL
# Hck-Nef inh: blocks Nef-activated human Hck kinase | P08631 | Recombinant Hck-YEEI plus Nef, Z-Lyte FRET kinase assay | inhibition, % at 20 µM | actives 0.68% (n = 220,000);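 active = Hck-Nef kinase inhibition above about 50%, limit read from the data; inactive = inhibition below that limit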;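 also: 0% = DMSO with Hck plus Nef and 100% = Hck alone without Nef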
# TbHK1 inh: blocks Trypanosoma brucei hexokinase 1 activity; AID 1430; actives 0.11% (n = 220,000); recombinant TbHK1, G6PDH-coupled NADH A340; inhibition, % at 10 µM;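 active = inhibition of 50% or more in the single-dose primary screen; inactive = inhibition below 50%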
# Calpain2 inh: calpain II (pig) inhibition; inhibition, % at 16 µM; actives 0.37% (n = 220,000); purified calpain II, fluorogenic peptide substrate, 30 min; AID 1236;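 active = inhibition above about 50%, limit read from the data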
# EP2 antag: inhibitors of human EP2 prostaglandin E2 receptor; C6 glioma cells expressing human EP2, cAMP TR-FRET; cells stimulated with saturating PGE2; inhibition, % at 25 µM; actives 0.52% (n = 260,000); AID 1422;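 active = percent inhibition above 40 after rounding to a whole number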;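 also: rat C6 glioma host cells with rolipram phosphodiesterase inhibitor present; the protocol text gives 20 µM as final concentration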
# 14-3-3 Bad inh: disrupts binding of bovine 14-3-3 zeta to phospho-Bad peptide. AID 781. inhibition, % at 21.7 µM. P63103. actives 0.71% (n = 220,000). TR-FRET 14-3-3zeta/Dy647-pBad peptide displacement, 1 h;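 active = inhibition above about 70%, limit read from the data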;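 also: 0% = full 14-3-3 plus peptide FRET controls and 100% = background without 14-3-3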
# Target sequence (P63103 whole entry, looked up): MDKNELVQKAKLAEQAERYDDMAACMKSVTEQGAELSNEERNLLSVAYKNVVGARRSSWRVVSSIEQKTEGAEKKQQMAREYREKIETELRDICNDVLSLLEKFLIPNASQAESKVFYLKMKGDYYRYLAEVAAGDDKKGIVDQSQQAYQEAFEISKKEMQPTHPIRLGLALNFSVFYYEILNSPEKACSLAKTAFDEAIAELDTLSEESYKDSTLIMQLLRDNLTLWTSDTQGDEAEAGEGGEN
# Rad51 HR inh: Rad51 (human) homologous recombination inhibition | Q06609 | hRad51 DNA strand exchange, fluorescence dequenching | inhibition, % at 10 µM | actives 0.085% (n = 200,000);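 active = inhibition above 40% at the single screening dose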;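 also: 0% = DMSO control wells and 100% = blanks with heterologous ssDNA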
# Target sequence (Q06609 whole entry, looked up): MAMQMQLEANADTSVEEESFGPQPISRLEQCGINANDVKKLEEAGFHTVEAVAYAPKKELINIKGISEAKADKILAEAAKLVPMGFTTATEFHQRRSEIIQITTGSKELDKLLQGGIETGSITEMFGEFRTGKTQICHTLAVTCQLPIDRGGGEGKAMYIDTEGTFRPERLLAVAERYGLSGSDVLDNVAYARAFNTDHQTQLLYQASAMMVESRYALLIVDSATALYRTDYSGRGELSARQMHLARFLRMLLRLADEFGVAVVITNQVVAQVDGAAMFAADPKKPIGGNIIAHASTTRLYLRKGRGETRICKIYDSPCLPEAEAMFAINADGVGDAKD
#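 System: hRad51 filaments on single-stranded DNA; reagent: Fluorescein- and BHQ1-tagged 47-mer duplex; compound dosing: one concentration, 10 µM final; timing: filaments 15 min 37 °C, then compound 30 min; measured by: fluorescein emission 520 nm, excitation 485 nm; benchmarks: per-plate controls and blanks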
# * hit, by the source's call; / = not tested or not shown; & = joins results of further samples; [ ] = dose if it differs, or a comment. A portion of the library; rates above refer to the full screens.
SMILES,zVAD death inh,eIF4E-4G inh,EP2 modulator,Hck-Nef inh,TbHK1 inh,Calpain2 inh,EP2 antag,14-3-3 Bad inh,Rad51 HR inh
O=C(C1CCN(S(=O)(=O)Cc2ccccc2)CC1)N1CCN(c2ncccn2)CC1,0.0,4,20,0,-11,-6,11,0,-8
COc1cccc(C2=Nc3cccc4cccc(c34)N2)c1,2.2,9,5,2,-24,1,7,27,0
O=C(Nc1ccccc1)N(CCN1CCOCC1)Cc1cccc(Cl)c1,1.1,3,-3,1,-5,14,15,-8,2
CCN(CC)S(=O)(=O)c1ccc(N/N=C/c2ccc(O)cc2O)nc1,7.3,-5,-24,12,-25,-8,15,7,-41
Cn1c(Cn2c(=O)sc3ccccc32)nnc1SCC(=O)N1CCc2ccccc21,0.9,-3,-17,-5,11,17,4,-4,5
CC(=O)c1ccc(N2CCN(C(=O)c3cc(-c4cccnc4)nc4ccc(Br)cc34)CC2)cc1,-0.5,4,-35,24,-26,-81,7,-5,/
O=C(O)CSCC(=O)NCc1cccc(C(F)(F)F)c1,9.6,0,32,22,2,-21,8,-17,-4
COCCN(Cc1cc2cc(C)c(C)cc2nc1Cl)C(=O)Nc1ccccc1,-0.2,-31,-13,1,2,38,-6,12,-5
O=C(O)CCC1(C(=O)O)OCCc2ccccc21 (stereo not given),-1.1,0,39,12,0,-1,4,10,-1
COc1ccc(/C=C2/C(=O)OCc3cc(OC)c(OC)cc32)cc1,0.7,11,0,2,-18,-13,11,3,2
Cc1ccc2ncc([N+](=O)[O-])n2c1,0.4,0,23,-1,-13,5,13,-1,6
Cc1ccc(F)cc1NC(=O)Nc1cc(C(C)(C)C)nn1C,34,7,-33,8,-4,-1,11,-2,0
COc1ccc(-c2cc(C(=O)Nc3ccccc3SC)no2)cc1OC,0.3,0,16,2,-27,-14,0,1,-9
O=C(Nc1ccc2c(c1)OCO2)N1CCCC1,0.2,3,-12,-7,4,-32,4,-27,12
O=C1c2ccccc2C(Nc2ccc(S(=O)(=O)N3CCCCC3)cc2)N1c1ccccn1 (stereo not given),-0.6,/,/,18,-5,/,10,/,-3
COC(=O)c1ccc(C(=O)Nc2cc(Cl)ccc2Cl)cc1NC(=O)c1ccc(N(C)C)cc1,9.3,-22,21,0,-11,-179,10,14[fluorescence artefact?],-10
O=C(O)/C=C\C(=O)Nc1ccccc1C(=O)NC1CCCCC1,5.6,-1,-10,14,1,-3,4,11,-2
CCCSc1nc2[nH]ncc2c(=O)[nH]1,0.2,2[fluorescence artefact?],10,3,-3,-6,4,-3,16
CCN(CC)S(=O)(=O)c1ccc(NC2CCCc3ccccc32)nc1 (stereo not given),-0.4,2,-9,12,2,-10,12,4,2
COC(=O)c1sccc1NC(=O)Cn1cnc2c1c(=O)n(C)c(=O)n2C,0.2,-5,-14,-1,8,8,1,-1,4

# Some of these compounds in order of heavy-atom count, ascending:
SMILES,zVAD death inh,eIF4E-4G inh,EP2 modulator,Hck-Nef inh,TbHK1 inh,Calpain2 inh,EP2 antag,14-3-3 Bad inh,Rad51 HR inh
O=C(O)/C=C\C(=O)Nc1ccccc1C(=O)NC1CCCCC1,5.6,-1,-10,14,1,-3,4,11,-2
COC(=O)c1ccc(C(=O)Nc2cc(Cl)ccc2Cl)cc1NC(=O)c1ccc(N(C)C)cc1,9.3,-22,21,0,-11,-179,10,14[fluorescence artefact?],-10
CC(=O)c1ccc(N2CCN(C(=O)c3cc(-c4cccnc4)nc4ccc(Br)cc34)CC2)cc1,-0.5,4,-35,24,-26,-81,7,-5,/

# Following part.
SMILES,zVAD death inh,eIF4E-4G inh,EP2 modulator,Hck-Nef inh,TbHK1 inh,Calpain2 inh,EP2 antag,14-3-3 Bad inh,Rad51 HR inh
Cc1nnc(-c2ccc(Oc3ccc(Cl)cc3)c([N+](=O)[O-])c2)o1,-0.2,2,-35,-1,-2,21,15,1,/
Cc1ccccc1OCC(O)CN1CCC(C)CC1 (stereo not given),-1.0,2,-18,2,-2,16,5,-4,-12
O=C(CNC1CCCCCC1)Nc1ccc(S(=O)(=O)NC2CC2)cc1,0.4,-1,-4,1,5,-7,5,-13,-3
CC(C)c1ccc(CNc2ccc([N+](=O)[O-])cn2)cc1,50,-1,-3,20,-11,94*,3,-12,14
Cc1ccccc1OCc1nc(-c2ccc(NC(=O)c3ccco3)cc2)no1,60,0,-48,-3,9,-41,14,-2,-9
Nc1ccc(C(=O)Nc2nc3ccccc3s2)cc1,1.9,-1,-13,14,-30,-37,24,0[fluorescence artefact?],1
Cc1cc(C)c[n+](-c2[nH]c(=O)sc2/C=N/NC([S-])=Nc2ccccc2)c1,2.3,-9,16,0,-41,13,4,-7,-63
Fc1cccc(Cl)c1Cn1nnc2c(N3CCC4(CC3)OCCO4)ncnc21,0.6,-6,13&12,11,-15,-27,22&10,6,7
Cc1cccc(N(CC(=O)NCCC2=CCCCC2)S(C)(=O)=O)c1C,-0.4,-1,10,-2,-6,4,1,-9,-3
Cc1ccc(NC(=O)Cn2cccc2C2=NC(c3ccccc3)CO2)c(C)c1 (stereo not given),0.0,5,18,-1,28,23,4,-1[fluorescence artefact?],-4
CCCCCc1ccc(-c2ccc(=O)[nH]n2)cc1,0.7,-7,89*,0,2,27,/,-5,/
O=C(COC(=O)c1ccccc1OCc1ccc(Cl)cc1)NC1CC1,0.4,-2,10,1,8,26,9,2[fluorescence artefact?],-7
[O-][n+]1c2c(c3c4non(O)c4ccc31)CCCC2,-0.3,2[fluorescence artefact?],-9,2,12,0,13,-7[fluorescence artefact?],2
CCC(C)[C@H](NC(=O)Nc1ccc(C(C)=O)cc1)C(=O)OC (stereo not given in full),-0.9,10,-6,-2,-10,25,7,6,3
O=C(CCCCCn1c(=S)[nH]c2cc3c(cc2c1=O)OCO3)N1CCN(Cc2ccccc2)CC1,-0.1,-19,-22,7,-4,-98,7,-3,12
O=C(Nc1cccc([N+](=O)[O-])c1)Nc1cccc([N+](=O)[O-])c1,0.5,6,-59,9,1,25,6,8,-12
CCOC(=O)C1=C(CN2CCCCCC2)NC(=O)NC1c1cccc([N+](=O)[O-])c1 (stereo not given),-0.8,4,-9,-4,-7,31,7,-1,/
CC1CCCN(C(=S)Nc2ccc3nc4n(c(=O)c3c2)CCCCC4)C1 (stereo not given),/,0,-5,7,-1,43,8,-2[fluorescence artefact?],-4
Cc1ccc(-n2c(C)c([N+](=O)[O-])c3ccc(O)c(CN(C)C)c32)cc1,0.2,-1,-4,-2,-12,19,4,5,-4
COc1ccc(-c2oc3ccccc3c(=O)c2OCC(=O)O)cc1,-0.8,0,14,5,-46,-292,1,1,/

# Compound profiles, as listed above. Order of values: zVAD death inh, eIF4E-4G inh, EP2 modulator, Hck-Nef inh, TbHK1 inh, Calpain2 inh, EP2 antag, 14-3-3 Bad inh, Rad51 HR inh
# CC(C)c1ccc(CNc2ccc([N+](=O)[O-])cn2)cc1 across the screens: 50, -1, -3, 20, -11, 94*, 3, -12, 14
# Cc1ccc(F)cc1NC(=O)Nc1cc(C(C)(C)C)nn1C across the screens: 34, 7, -33, 8, -4, -1, 11, -2, 0
# COC(=O)c1ccc(C(=O)Nc2cc(Cl)ccc2Cl)cc1NC(=O)c1ccc(N(C)C)cc1 across the screens: 9.3, -22, 21, 0, -11, -179, 10, 14[fluorescence artefact?], -10

# Further structures follow.
SMILES,zVAD death inh,eIF4E-4G inh,EP2 modulator,Hck-Nef inh,TbHK1 inh,Calpain2 inh,EP2 antag,14-3-3 Bad inh,Rad51 HR inh
Cc1csc(/N=C/N(C)C)c1C#N,0.8,-3,-1,6,-37,-18,8,-16,-17
COc1ccc(C(=O)c2cc3ccc(O)cc3oc2=O)cc1,0.1,-5,-27,31,-14,0,-1,31,1
CCOC(=O)Cn1cc(Cl)c(=O)c(Cl)c1,0.6,0,-3,11,-6,-12,6,4,/
CCCC(=O)Nc1ccccc1Sc1ncnc2scc(-c3ccccc3)c12,0.9,6,68*,3,16,18,6,-21[fluorescence artefact?],12
COc1ccc(C(CC(=O)N2CCN(c3ccccc3)CC2)c2c(OC)cc(OC)c3ccc(=O)oc23)cc1 (stereo not given),-0.3,-4,-2,26,-23,-74,9,-5,-3
CC1CCN(C(=O)C(NS(=O)(=O)c2cccc3nsnc23)c2ccccc2)CC1 (stereo not given),0.9,-5[fluorescence artefact?],31,0,-3,3,7,11,3
O=C(NC1CCCCC1)c1cccc(COCC(F)(F)F)c1,-1.4,3,-17,-11,2,-5,8,-9[fluorescence artefact?],-6
COCCn1c(=O)c2c(nc3n2CCN3c2ccc(C)cc2)n(C)c1=O,0.0,-5,4,2,-1,-24,8,-3,-2
O=S1(=O)C=C(SCc2cccc(Cl)c2)Nc2ccccc21,-0.2,10,-9,0,-4,18,/,-12,/
CCn1c(SCc2nc(-c3ccccc3)no2)nnc1-c1cccs1,0.1,-6,-12,-1,-6,-14,2,-6,-5
CCC(c1nnc(SCC(=O)Nc2ccc(C(=O)Nc3ccccc3OC)cc2)o1)N(C)C (stereo not given),0.9,-1,-15,1,-3,-67,7,-7,-12
CCOc1ncccc1C(=O)OCC(=O)c1ccc(F)cc1,2.5,2,24,-14,2,8,1,-4,4
CC(C)OCCCNC(=O)c1cc2c(=O)n(C)c3ccccc3c2n1C,9.5,-5,-27,3,-1,-12,5,15,11
CN1CCN(S(=O)(=O)c2ccc(NC(=O)Cc3cccs3)cc2)CC1,0.2,-4,-5,1,-1,-23,6,-6,-5
COc1ccccc1NS(=O)(=O)c1ccc(O)c(C(=O)OCC(=O)N2c3ccccc3CC2C)c1 (stereo not given),2.6,0,4,-9,-16,-89,9,-2,6
O=C(COC(=O)c1n[nH]c2ccccc12)NC(=O)NC1CCCC1,1.1,-3,-24,-1,-17,14,13,-5,-2
CSc1ccccc1C(=O)Nc1ccc2c(c1)OCO2,1.1,1,35,14,0,-1,8,-9,-6
Cc1cc(N2CCN(Cc3nc(-c4ccc(Cl)cc4)oc3C)CC2)cc(C)n1,3.3,-3,-46,16,-15,4,7,-7,10
CC(=O)N1[C@H](C)C=C[C@]1(Cc1ccccc1)C(=O)NCc1cc(F)cc(C(F)(F)F)c1,2.0,-3,8,-3,3,-2,4,-4,-7
Cc1cccc(NC(=S)N2CCC(c3nc4ccccc4o3)CC2)c1,0.2,2,-27,1,-9,-16,9,-3,12
CCOC(=O)NC(=O)CSc1nnnn1-c1ccc(C)cc1,1.6,-1,27,-1,1,26,11,-13,-1
CCC(=O)c1ccccc1OCCN1CCN(Cc2ccccc2)CC1,-0.7,3,7,23,-1,9,0,51,-11
COc1ccc(-c2cc(C(=O)N3CCOCC3)no2)cc1OC,-0.1,-2,-10,2,3,-3,9,-4,0
O=C(O)c1ccc(/C=C(\c2nc3ccccc3[nH]2)c2nc3ccccc3s2)cc1,0.1,5,-5,29,-64,-25,4,4,14
CCC(C)(C)C(=O)Nc1ccc(OC)cc1[N+](=O)[O-],0.8,0[fluorescence artefact?],8,-1,-1,4,3,-8[fluorescence artefact?],1
Cc1ccc(S(=O)(=O)N2CCOCC2)cc1NC(=O)CN(C)C1CCS(=O)(=O)C1 (stereo not given),-0.2,-12,15,5,-6,19,1,-3,-1
Nc1nc(CSC(=S)N2CCN(c3ccccc3)CC2)nc(Nc2ccccc2)n1,1.1,2,-10,-1,-9,-9,9,-3,0
Cc1ccc(NC(=O)c2cccc(N3C(=O)CCC3=O)c2)nc1,-0.2,0,0,7,7,3,11,8,0
CC(=O)Nc1cccc(S(N)(=O)=O)c1C,0.6,-4,-8,9,-8,2,1,0,5
CCn1c(COc2cccc3cccnc23)nnc1SCC(=O)O,0.8,-2,2,15,5,-13,8,6,-4
CC1CCN(c2ccccc2NC(=S)NC(=O)c2ccc(-c3cccc([N+](=O)[O-])c3)o2)CC1,0.3,-4,6,0,-28,-30,4,5,9
COc1cc(/C=C(\C#N)c2nc(-c3cc4ccccc4oc3=O)cs2)ccc1O,-0.3,23[fluorescence artefact?],5,-1,-21,-84,10,62,-23

# Bioassay records from PubChem.
